# EPAC2 ag – agonists of human EPAC2 (RAPGEF4). 0.079% of 360,000 active. EPAC2 activation, biochemical qHTS; response scale: 100% = 6.5 mM cAMP response. Potency, µM (top dose mostly 154 µM), without a hit: top-dose activation, most hits filed as activators. Q8WZA2; further: potency means the concentration at half of the fitted maximal effect; nearly all actives have a fitted effect of over 50% in size
# Target sequence (Q8WZA2 whole entry, looked up): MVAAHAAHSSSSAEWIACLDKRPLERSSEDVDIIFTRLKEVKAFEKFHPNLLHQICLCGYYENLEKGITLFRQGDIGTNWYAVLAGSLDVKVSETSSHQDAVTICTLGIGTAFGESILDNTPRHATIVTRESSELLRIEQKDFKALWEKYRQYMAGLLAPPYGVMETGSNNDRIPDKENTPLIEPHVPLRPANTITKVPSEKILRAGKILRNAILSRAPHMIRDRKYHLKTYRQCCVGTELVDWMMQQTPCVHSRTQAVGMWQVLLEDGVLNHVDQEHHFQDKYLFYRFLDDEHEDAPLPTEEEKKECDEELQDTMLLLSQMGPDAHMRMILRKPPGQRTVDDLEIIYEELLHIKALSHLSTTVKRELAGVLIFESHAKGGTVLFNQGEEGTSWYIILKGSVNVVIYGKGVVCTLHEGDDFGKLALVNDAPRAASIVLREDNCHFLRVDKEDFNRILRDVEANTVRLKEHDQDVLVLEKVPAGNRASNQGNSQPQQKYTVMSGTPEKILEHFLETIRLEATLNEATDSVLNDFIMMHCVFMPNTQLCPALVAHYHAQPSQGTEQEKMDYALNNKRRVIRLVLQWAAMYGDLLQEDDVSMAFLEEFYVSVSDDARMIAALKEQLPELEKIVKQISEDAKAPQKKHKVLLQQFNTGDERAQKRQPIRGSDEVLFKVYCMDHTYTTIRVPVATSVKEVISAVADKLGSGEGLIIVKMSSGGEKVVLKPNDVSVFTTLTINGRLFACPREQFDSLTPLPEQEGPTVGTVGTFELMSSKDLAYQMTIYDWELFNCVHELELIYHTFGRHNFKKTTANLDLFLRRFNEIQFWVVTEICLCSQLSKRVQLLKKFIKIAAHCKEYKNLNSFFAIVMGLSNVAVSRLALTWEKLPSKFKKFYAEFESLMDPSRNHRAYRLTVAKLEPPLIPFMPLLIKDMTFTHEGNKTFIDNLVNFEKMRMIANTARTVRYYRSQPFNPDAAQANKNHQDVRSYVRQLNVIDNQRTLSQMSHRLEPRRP
#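 qHTS, titration series. 100 nM EPAC2 / 250 nM Rap1B-BODIPY-GDP / 50 uM GDP; RT; ex 480/em 540 nm, 5-min reads to 30 min. Norm. to 6.5 mM cAMP = activation.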
# Mm-Cpn inhibitor – blocks the Methanococcus maripaludis chaperonin Mm-Cpn. 0.031% of 330,000 active. AID 504842. Potency, µM (top dose mostly 76.9 µM), without a hit: at the top dose activity, negative = inhibition, usual class: inhibitors. purified Mm-Cpn ATPase, ADP Transcreener TR-FRET; further: potency means the concentration at half of the fitted maximal effect; on the % scale 0 is the no-effect control and ±100 the full control effect; nearly all actives have a fitted effect of over 80% in size
#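 Reaction buffer contained 30 mM Tris pH 7.4, 100 mM KCl, 5 mM MgCl2 and 1 mM DTT. Mm-CPN (25 nM final) hydrolysed 10 uM ATP over 30 min at 37°C; ADP was read by HTRF.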
# pAkt inh – Akt phosphorylation inhibition; Neuro2A IGF-stimulated pAkt S473 HTRF, 20 min; active compounds read low; activity change, % for hits at 50 µM; 0.32% of 360,000 active; AID 651550; in the data active means activity change below about -80%; inconclusive means mostly about -51% to -80%; further: on the % scale 0 is the no-effect control and ±100 the full control effect
#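 Neuro2A cells (4,500/well, DMEM with 0.5% FBS) were treated with compound at a single 50 µM final concentration, stimulated with 6 nM IGF for 20 min at 37 °C, and lysed. Phospho-Akt Ser473 was read by HTRF as 665/615 ratio ×10^4.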
# EPAC2 antag – antagonists of human EPAC2. Q8WZA2. Potency, µM (highest dose often 114 µM), for the others: top-dose activity, negative = inhibition, most hits filed as inhibitors. 0.18% of 360,000 active. EPAC2 GEF exchange of Rap1B-BODIPY-GDP, fluorescence; further: potency means the concentration at half of the fitted maximal effect; on the % scale 0 is the no-effect control and ±100 the full control effect; nearly all actives have a fitted effect of over 45% in size; many of its hits are not listed in these tables
# Nrf2 ARE act – Nrf2 pathway activation; AREc32 ARE-luciferase reporter (MCF7-derived line), luminescence, 24 h; Potency, µM (series often up to 46.1 µM), for inactives: top-dose activation, hits mostly activators; 0.31% of 410,000 active; AID 624171; further: potency means the concentration at half of the fitted maximal effect; % of control where 0% means no effect; nearly all actives have a fitted effect of over 65% in size
#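 For detection, Steady-Glo was added and plates sat 30 min at RT; before that, AREc32_Fluc cells grown overnight in OPTI-MEM/5% FBS had been treated with 23 nL compound for 24 hr at 37 deg C.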
# Nrf2 block – blocks Nrf2 signaling; A549 ARE-Fluc reporter, luciferase luminescence, 18-24 h; Potency, µM (top dose mostly 46 µM), without a hit: top-dose activity change, negative = inhibition, hits mostly inhibitors; 2.1% of 360,000 active; AID 504444; further: potency means the concentration at half of the fitted maximal effect; on the % scale 0 is the no-effect control and ±100 the full control effect; nearly all actives have a fitted effect of over 60% in size
#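 In this cell-based qHTS, ARE-driven firefly luciferase in A549 cells reports Nrf2 activity; the luminescent signal after BugLite lysis is the measured value, with a prior CellTiter-Fluor read for cell health.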
# CCT modulator – changes cytosolic chaperonin activity; purified chaperonin ATPase assay, HTRF ADP detection, 30 min; activity change, % (test concentration not listed), hits read low; 0.3% of 360,000 active; in the data active means activity change below about -30%; further: on the % scale 0 is the no-effect control and ±100 the full control effect
#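 Enzyme 40 or 20 nM (batch-dependent) in Tris pH 7.4/KCl/MgCl2/DTT; cpd 76 uM single point; ATP 10 uM; 30 min 37 °C; Transcreener ADP HTRF detection, 30 min RT; ratio 665/615.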
# A549 viability – counter-screen for Nrf2 inhibitors: cytotoxicity in A549 cells; A549 ARE-Fluc cells, CellTiter-Fluor viability, 18-24 h; Potency, µM (top dose mostly 46 µM), without a hit: top-dose activity change, negative = cytotoxicity, most hits filed as inhibitors; 0.16% of 390,000 active; AID 504648; further: potency means the concentration at half of the fitted maximal effect; on the % scale 0 is the no-effect control and ±100 the full control effect
#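 A549 ARE_Fluc cells in 5% FBS OPTI-MEM were exposed to compounds in concentration-response for 18-24 h at 37 deg C. Viability was read by CellTiter-Fluor fluorescence (Ex 405/Em 525) after 30 min, before the luciferase read.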
# TGFb inhibitor – blocks TGF-b signaling; AID 588855; HepG2 CAGA-GFP TGF-b/SMAD3 reporter, GFP fluorescence, 18 h; TGF-beta stimulated, 500 pg/mL final; 1.2% of 410,000 active; Potency, µM (titrated, usually from 46.1 µM), without a hit: at the highest dose activity, negative = inhibition, most hits filed as inhibitors; further: potency means the concentration at half of the fitted maximal effect; on the % scale 0 is the no-effect control and ±100 the full control effect; nearly all actives have a fitted effect of over 65% in size
#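 TGF-beta reporter screen: HEPG2 CAGA-GFP, 1% FBS, 500 pg/mL TGF-beta final, 18 h; per-cell GFP summed per well; curves fitted and categorized by class.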
# Active calls of the source: *; i = inactive; ? = inconclusive; . = no result given; & = joins results of further samples. Unless noted, the call rests on the fitted dose curve; in most records, active means well fitted curve in the direction sought with a large enough effect; inconclusive means small, poorly fitted or top-dose-only effect, or another doubt; inactive means no such curve, though single readings can be large; an effect the other way counts as inactive or inconclusive.
compound	pAkt inh	Nrf2 block	Mm-Cpn inhibitor	TGFb inhibitor	CCT modulator	Nrf2 ARE act	EPAC2 antag	A549 viability	EPAC2 ag
COCCn1c(SCC(=O)NNC(=O)Cc2ccccc2)nc2ccccc2c1=O	i	4.0%	2.4%	-21.3%	-4.8	-0.3%	0.0%	-5.0%	8.7%
CCNC(=O)C1(C)CCN1CCC(=O)c1ccc(Br)cc1 (stereo not given)	i	.	.	2.4%	0.7	?	21.3%	.	4.7%
CCS(=O)(=O)N1CCC(N2CCN(c3ccccc3)CC2)CC1	i	1.8%	2.7%	?	-1.6	0.3%	-2.2%	13.5%	5.4%
O=C(O)c1ccc(C(=O)c2ccc3c(c2)C(=O)N(CC2CCCO2)C3=O)cc1 (stereo not given)	i	10.9%	-6.2%	-4.4%	-0.7	0.0%	-7.8%	4.2%	5.2%
CC(C)(C)OC(=O)N1CCC(c2c(C(=O)NCCN3CCC(Cc4ccccc4)CC3)cnn2-c2cccc(Cl)c2)CC1	.	?	.	?	.	7.8%	.	?	.
Cc1sc2ncnc(Sc3ccccc3C(=O)Nc3ccc(C#N)cc3)c2c1C	i	7.8%	-26.1%	0.0%	0.2	0.2%	2.5%	5.4%	8.7%
COC(=O)c1ccccc1Oc1ccc(NC(=O)CCCl)cc1	i	-4.3%	4.4%	4.9%	-0.7	3.1%	-16.6%	-9.3%	12.4%
[N-]=[N+]=CC(=O)CC(c1ccccc1)N1C(=O)c2ccccc2C1=O (stereo not given)	i	9.1%	1.7%	-5.6%	-2.3	2.9%	3.8%	0.7%	-5.0%
COc1ccc(CCC(=O)NCc2cn3ccsc3n2)cc1	i	-9.2%	.	-5.2%	1.0	2.5%	12.0%	-2.1%	6.5%
CCc1nn(CC(=O)N2CCC(C)CC2)c(=O)c2cc3occc3n12	.	22.8%	.	-31.1%	.	0.9%	.	-5.5%	.
O=C(NC(=S)N1CCCCC1c1cccnc1)c1ccc(F)cc1 (stereo not given)	i	-19.4%	2.6%	-7.7%	-2.3	-0.6%	-3.9%	5.4%	2.3%
COc1ccccc1CNS(=O)(=O)c1ccc(-n2cnnn2)c(C)c1	i	-10.1%	2.0%	5.5%	3.6	0.2%	12.1%	1.6%	-0.1%
COc1ccccc1NS(=O)(=O)c1cc(NC(=O)Nc2ccccc2)ccc1N1CCCCC1	i	-17.6%	-17.8%	11.2µM*	1.5	2.4%	2.3%	-7.7%	12.2%
O=C(Nc1ccccc1)[C@@H]1CC=C[C@@H]2CCN(Cc3ccc(Cl)c(Cl)c3)C(=O)[C@@H]21	i	?	.	12.6µM*	-0.9	3.0%	4.7%	-17.6%	3.2%
Cc1ccc(C(=O)Nc2ccccc2Cl)cc1	i	?	-1.5%	-2.3%	-3.5	7.3%	8.7%	1.2%	6.1%
O=[N+]([O-])c1c(Nc2ccccc2O)ccc2nonc12	i	-11.1%	-2.3%	-19.8%	-2.8	?	-7.1%	-8.2%	4.6%
O=C(NCCO)c1cc2ccccc2cc1O	i	?	-2.8%&-2.8%	3.3%	-1.2	2.7%	-0.3%	7.5%	2.2%
Cc1ccc(OCCC(=O)OCC(=O)NC(=O)c2ccccc2)cc1	i	-1.2%	-3.3%	-0.8%	-0.3	-0.3%	13.0%	3.0%	-4.8%
O=C(C1CCCC1)N(c1ccccc1)C1C=CS(=O)(=O)C1 (stereo not given)	i	6.2%	1.1%	0.0%	-0.7	0.0%	10.0%	-2.2%	2.9%
Cc1cc2cc3c(cc2nc1SCC(=O)Nc1ccccc1)CCC3	i	9.9%	?	-3.3%	-2.0	0.4%	1.7%	-3.7%	1.6%
Cc1ccc(S(=O)(=O)/N=C2/C=C(Sc3ncn[nH]3)C(=O)c3ccccc32)cc1	i	?	-7.2%	1µM*	-2.6	-3.4%	20µM*	?	18.6%
COc1ccc(OC)c(/C=N/N=C2\SCC(=O)N2Cc2ccco2)c1	i	-2.6%	0.9%	4.7%	-1.2	3.0%	-0.3%	0.2%	-6.7%
COc1ccc(S(=O)(=O)NC(=O)C2(C)CCN2C(=O)Cc2ccccc2Cl)cc1 (stereo not given)	i	.	.	-25.4%	2.6	1.1%	-0.2%	.	-1.7%
CCC(CO)Nc1nc2ccc(Cl)cc2c2ccccc12 (stereo not given)	i	-0.4%	2.6%	0.0%	-2.3	5.5%	?	5.5%	24.6%
O=C(COc1ccc(F)cc1Br)N1CCN(S(=O)(=O)/C=C/c2ccccc2)CC1	i	-20.1%	3.3%	-8.2%	-1.8	3.5%	-2.0%	-1.4%	5.5%
NC(=O)c1cc2ccccc2o/c1=N/NC(=O)c1cccs1	i	9.0%	3.2%	?	-0.8	6.0%	2.0%	-7.7%	2.1%
COc1cc(O)c(C(=O)/C=C/c2ccccc2)c(OC)c1	i	-4.0%	-2.8%	?	0.1	26.6%	-24.4%	-4.4%	9.3%
COc1cc(NC(=O)c2ccc(N)nc2)cc(C(=O)Nc2cccc(C(F)(F)F)c2)c1	i	-5.0%	-10.1%	?	-1.9&1.0	4.6%&10.2%	-2.2%&-1.7%	-8.3%	-11.5%&-6.5%
CC(=O)c1ccc(NC(=O)c2nc(-c3ccc(Cl)cc3)n3c2CCCCC3)cc1	.	-12.3%	.	-0.6%	.	0.4%	.	-7.1%	.
Cc1cc(-c2nc(C)c(C(=O)NNS(=O)(=O)c3cccc(C(F)(F)F)c3)s2)no1	i	-12.7%	0.8%	14.2%	-2.8	0.1%	1.5%	-4.6%	-2.8%

# Part of the list above, with values under each structure:
# The line under a structure holds: pAkt inh | Nrf2 block | Mm-Cpn inhibitor | TGFb inhibitor | CCT modulator | Nrf2 ARE act | EPAC2 antag | A549 viability | EPAC2 ag
- CC(C)(C)OC(=O)N1CCC(c2c(C(=O)NCCN3CCC(Cc4ccccc4)CC3)cnn2-c2cccc(Cl)c2)CC1
 : . | ? | . | ? | . | 7.8% | . | ? | .
- Cc1sc2ncnc(Sc3ccccc3C(=O)Nc3ccc(C#N)cc3)c2c1C
 : i | 7.8% | -26.1% | 0.0% | 0.2 | 0.2% | 2.5% | 5.4% | 8.7%
- COC(=O)c1ccccc1Oc1ccc(NC(=O)CCCl)cc1
 : i | -4.3% | 4.4% | 4.9% | -0.7 | 3.1% | -16.6% | -9.3% | 12.4%

# Remaining list, next part
compound	pAkt inh	Nrf2 block	Mm-Cpn inhibitor	TGFb inhibitor	CCT modulator	Nrf2 ARE act	EPAC2 antag	A549 viability	EPAC2 ag
COc1ccc(CC2(CO)CCN(C/C=C/c3ccccc3OC)CC2)cc1	i	?	1.2%	-8.0%	0.0	-0.3%	-1.4%	-0.3%	5.8%
COc1ccc(-c2[nH]ncc2CN(C)C(C)c2ccncn2)c(F)c1 (stereo not given)	i	1.2%	0.0%	-1.8%	-0.7	0.3%	-2.7%	3.8%	-5.1%
COc1cccc(-n2c(C)nc3cc(C(=O)O)ccc32)c1	i	?	1.2%	0.3%&33.1%	-4.1	1.2%&2.4%	5.5%	?	4.8%
COc1ccc(Cl)cc1C(=O)OCC(=O)N1CCCC(C)C1 (stereo not given)	i	5.9%	-0.6%	-7.5%	-3.8	-0.6%	-1.4%	-0.4%	3.9%
COCCCNC(=O)Cn1nnc(-c2ccccc2NC(=O)c2ccc(F)cc2)n1	i	-0.2%	0.3%	9.0%	-1.1	-0.1%	11.8%	-6.3%	0.0%
Cc1cccc(-n2ncc3c(NCc4ccco4)ncnc32)c1	i	.	-0.7%	-1.4%	-1.9	4.2%	-7.8%	?	12.8%
CCN(CC)CCNC(=O)c1cc2c(=O)oc3ccc(C)cc3c2s1	.	?	.	-1.4%	.	-1.4%	.	-2.7%	.
O=C(N/N=C/c1ccccc1OCC(=O)N1CCCC1)C(=O)Nc1ccccc1F	i	0.8%	0.3%	1.1%	0.9	-0.4%	8.9%	-8.1%	0.9%
Fc1ccc(NC(=S)NCCN2CCOCC2)cc1	i	0.8%	0.4%	-0.9%	1.3	-0.7%	-3.3%	-5.8%	-0.7%
Cc1cccc(OCc2n[nH]c(=S)n2-c2ccccc2)c1	i	?	?	-17.7%	-1.4	0.2%	13.9%	5.4%	18.6%
COc1ccc2nc(-c3ccccc3)nc(SCC(=O)NCC3CCCO3)c2c1 (stereo not given)	i	?	-1.0%	10.2%	-0.9	-0.2%	-4.9%	-20.2%	0.4%
CCn1c(COc2cccc(C)c2)nc2ccccc21	i	-9.1%	1.6%	-0.3%&10.5%	1.2	4.4%&8.4%	-10.6%	15.3%&16.2%	2.1%
CC(Nc1ccc(Cl)cc1)C(=O)NN (stereo not given)	i	-13.1%	1.0%	0.0%	0.8	-1.8%	-6.0%	-6.7%	-5.6%
CC(=O)Nc1cncc(-c2ccc(CN(C)C)cc2)n1	i	.	.	-1.2%	-1.5	-0.5%	12.8%	.	4.5%
O=C(Cc1ccccc1)NCCn1ccc2ccccc21	i	0.2%	-4.9%	4.6%	0.3	0.0%	5.0%	13.9%	11.1%
CC(C)C1=NOC(C(=O)N2CCC(N3CCC(C(=O)N4CCOCC4)CC3)CC2)C1 (stereo not given)	i	-14.9%	1.1%	10.8%	-1.9	0.1%	-4.9%	4.2%	2.4%
Cc1ccc(/C=N/NC(=O)C(c2ccncc2)N2CCOCC2)cc1 (stereo not given)	i	-1.4%	1.0%	-11.2%	-0.7	-0.7%	15.4%	0.2%	6.4%
COc1ccccc1Nc1ccc(Nc2ccccc2OC)nn1	i	11.0%	-0.1%	6.1%	0.7	7.8%	-12.1%	-13.8%	-1.4%
CCOC(=O)N1CCN(C(=O)CCN2C(=O)c3ccccc3S2(=O)=O)CC1	i	-20.5%	1.5%	1.0%	-1.4	-0.6%	16.4%	-7.3%	7.2%

# From PubChem BioAssay

# An excerpt. The share of hits here may be higher or lower than overall.
